KinaseGlo FLuc: blocks Kinase-Glo luciferase, a counter-screen artifact | Kinase-Glo luciferase, ATP luminescence, 8 min | Potency, µM (titrated, usually from 38.3 µM), inactives show top-dose activity change, negative = inhibition, most hits filed as inhibitors | actives 0.28% (n = 200,000) | AID 1379; note: potency is the fitted concentration of half-maximal effect; % is set by controls: 0 for no effect and ±100 for the full control effect; nearly all actives have a fitted effect of over 60% in size
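Light output from Kinase-Glo luciferase with luciferin and 10 uM ATP in 50 mM imidazole pH 7.2, KCl, MgCl2, Tween 20, BSA; compound pin-delivered, 8-min ambient incubation, then luminescence read.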
Epigenetic derep: regulators of epigenetic silencing causing reporter derepression in mouse cells; murine LDR cells, GFP reporter derepression, 30 h; Potency, µM (titrated, usually from 53.9 µM), without a hit: at the highest dose GFP activation, actives largely listed as activators; actives 0.2% (n = 280,000); note: potency is the fitted concentration of half-maximal effect; % of control where 0% means no effect; nearly all actives have a fitted effect of over 60% in size
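In this reporter-derepression format, murine cells bearing a silenced integrated CMV-GFP locus incubate with test compound (30 h, 37 C), then are washed and imaged; fluorescent objects of 20–120 um count as induced cells.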
IMPase Li cell: membrane-permeable IMPase blocker, potentiated with lithium. CHO-M1 cells, IP1 TR-FRET (IP-One), carbachol + lithium. Potency, µM (doses to about 59.4 µM), for inactives: top-dose activity, negative = IMPase inhibition, actives largely listed as inhibitors. actives 0.35% (n = 210,000). AID 1457;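 note: IP1 builds up when IMPase is blocked and the TR-FRET signal falls; potency is the fitted concentration of half-maximal effect; plate controls were basal vehicle for no effect and high inhibitor control for full effect; nearly all actives have a fitted effect of over 50% in size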
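CHO cells stably expressing M1 receptor (2000/well, cultured 16–30 h) treated 30 min at 37C with compound plus low lithium. Cytosolic IP1 by TR-FRET (665/620 ratio and 620 channel) after 10 min lysis; AC50 by Hill fit.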
CBFb-RUNX1 inh: inhibitors of human CBF-beta and RUNX1 interaction; Potency, µM (series often up to 59.8 µM), for the others: at the top dose activity, negative = inhibition, hits mostly inhibitors; AlphaScreen CBFb-His/RUNX1-biotin binding, biochemical; Q01196+Q13951; 230,000 tested, under 10 active; note: % of control where 0% means no effect
Target sequence (Q01196 whole entry, looked up): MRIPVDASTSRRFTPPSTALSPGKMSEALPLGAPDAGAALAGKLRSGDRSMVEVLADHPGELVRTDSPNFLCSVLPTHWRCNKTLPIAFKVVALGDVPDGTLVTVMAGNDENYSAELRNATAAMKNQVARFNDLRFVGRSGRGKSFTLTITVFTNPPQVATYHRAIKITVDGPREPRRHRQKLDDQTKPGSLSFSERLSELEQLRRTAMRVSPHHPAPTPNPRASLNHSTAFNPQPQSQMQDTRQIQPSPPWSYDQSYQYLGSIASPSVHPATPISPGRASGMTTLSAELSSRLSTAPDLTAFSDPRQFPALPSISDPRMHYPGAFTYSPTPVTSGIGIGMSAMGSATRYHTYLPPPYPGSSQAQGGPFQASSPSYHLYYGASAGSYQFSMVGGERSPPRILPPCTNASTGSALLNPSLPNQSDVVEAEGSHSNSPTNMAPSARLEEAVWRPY
Target sequence (Q13951 whole entry, looked up): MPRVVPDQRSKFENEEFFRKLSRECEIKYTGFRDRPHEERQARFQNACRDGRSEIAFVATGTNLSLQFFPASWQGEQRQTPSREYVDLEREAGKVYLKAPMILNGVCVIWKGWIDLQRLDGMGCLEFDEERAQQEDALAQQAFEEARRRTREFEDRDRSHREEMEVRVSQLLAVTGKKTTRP
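Read-out: AlphaScreen. Format: His-CBF-beta with biotinylated RUNX1 (30 nM each) preincubated 20 min, compound 15 min, Ni-chelate plus streptavidin beads 90 min; room temperature throughout.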
HttQ103 aggreg: reduces HttQ103-GFP aggregates in PC12 cells; PC12 HttQ103-GFP aggregates, Acumen cytometry, 40 h; Potency, µM (series often up to 46.1 µM), for inactives: at the highest dose activity change, negative = inhibition, actives largely listed as inhibitors; actives 1.1% (n = 220,000); AID 1688; note: potency is the fitted concentration of half-maximal effect; % is set by controls: 0 for no effect and ±100 for the full control effect; nearly all actives have a fitted effect of over 60% in size
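Aggregate formation scored by laser-scanning cytometer (488 excitation, 500–530 emission) in lysed PC12 cells expressing Q103-GFP after 100 nM tebufenozide induction; library tested in dose series, with ATPLite reagent added in the multiplex.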
NPSR antagonist: blocks cAMP signaling of the human neuropeptide S receptor. AID 1461. CHO-NPSR cells, cAMP TR-FRET, antagonist mode. Potency, µM (doses to about 38.3 µM), inactives show at the highest dose activity change, negative = inhibition, usual class: inhibitors. actives 1% (n = 220,000); note: potency is the fitted concentration of half-maximal effect; % is set by controls: 0 for no effect and ±100 for the full control effect; nearly all actives have a fitted effect of over 50% in size; many of its hits are not listed in these tables
Target sequence (Q6W5P4 whole entry, looked up): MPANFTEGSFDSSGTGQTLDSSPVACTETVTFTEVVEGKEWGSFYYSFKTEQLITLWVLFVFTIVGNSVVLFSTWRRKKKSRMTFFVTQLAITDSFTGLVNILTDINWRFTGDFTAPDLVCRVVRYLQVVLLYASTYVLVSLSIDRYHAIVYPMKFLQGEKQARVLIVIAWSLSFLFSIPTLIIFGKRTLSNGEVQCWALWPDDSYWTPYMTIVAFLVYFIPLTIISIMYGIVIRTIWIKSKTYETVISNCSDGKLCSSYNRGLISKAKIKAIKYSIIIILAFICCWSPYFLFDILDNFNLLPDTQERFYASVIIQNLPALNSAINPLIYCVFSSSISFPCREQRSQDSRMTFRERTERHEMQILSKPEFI
Lamin A splicing: changes lamin A minigene splicing in HeLa cells | AID 1487 | HeLa LMNA splicing GFP/RFP minigene ratio, 48 h | actives 0.01% (n = 200,000) | Potency, µM (highest dose often 46.1 µM), for inactives: at the highest dose ratio change, negative = inhibition, usual class: inhibitors; active = well fitted inhibition curve with a large enough effect in the signal ratio, with a control signal flat, not every such curve was filed as active; inconclusive = small, poorly fitted or top-dose-only effect, or effect the other way, or a change in a side signal; the % refers to the signal ratio; note: potency is the fitted concentration of half-maximal effect; % is set by controls: 0 for no effect and ±100 for the full control effect
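S3 HeLa stable clones carrying a lamin A-EGFP splicing minigene plus DsRed2 were seeded at 600 cells/well in Opti-MEM with 2% FBS, pin-dosed and incubated 48 h at 37°C. Acumen cytometry (488 nm) gave the GFP/RFP total-intensity ratio.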
* = called active by the depositor; ? = inconclusive; · = not tested or not shown; [ ] = remark or other dose. Unless noted, calls come from the whole dose curve; as a rule, active = well fitted curve in the direction sought with a large enough effect; inconclusive = small, poorly fitted or top-dose-only effect, or another doubt; inactive = no such curve, though single readings can be large; an effect the other way counts as inactive or inconclusive. A portion of the library; rates above refer to the full screens.

1: O=c1nc(-c2ccccc2)n(-c2ccccc2)c2ncccc12
2: CCCn1c(C)nc2c(NC3CCN(Cc4ccccc4)CC3)nc(C)nc21
3: O=C(COC(=O)c1n[nH]c2ccccc12)NCc1ccccc1
4: COc1ccccc1/C=C\C(=O)O
5: FC(F)(F)c1ccccc1CN1CCN(C2CCCCCC2)CC1
6: CCCCNC(=S)N(C)/N=C/c1ccc2c(c1)OCO2
7: C=CCNS(=O)(=O)c1ccc(N2C(=O)c3ccccc3C2=O)cc1
8: O=C(Nc1ccc(N2CCCCC2)cc1)C(Cl)c1ccccc1 (configuration not stated)

screen / no. | 1 | 2 | 3 | 4 | 5 | 6 | 7 | 8
KinaseGlo FLuc | 1% | -1% | 17% | -1% | 1% | 2% | 0% | -20%
IMPase Li cell | 6%[38.3 µM] | -13% | 19%[38.3 µM] | -1% | 13% | 8% | 10% | 3%
Lamin A splicing | 1% | · | 2% | · | -10% | -5% | 4%[46 µM] | ·
Epigenetic derep | -1.1% | 0.2% | 3.1% | 5.3% | -0.9% | 3.4% | 0.2% | -0.8%[10.1 µM]
HttQ103 aggreg | -1% | · | -23% | · | 2% | 21% | 9%[9.22 µM] | 9%[9.22 µM]
NPSR antagonist | -1%[46.1 µM] | · | -16%[46.1 µM] | · | -17% | -9%[46.1 µM] | 4% | -10%
CBFb-RUNX1 inh | 0% | 4% | 0% | 8% | -19% | 5% | 2% | -2%

Three compounds from above, reduced to KinaseGlo FLuc.
cpd | smiles | KinaseGlo FLuc
2 | CCCn1c(C)nc2c(NC3CCN(Cc4ccccc4)CC3)nc(C)nc21 | -1%
3 | O=C(COC(=O)c1n[nH]c2ccccc12)NCc1ccccc1 | 17%
4 | COc1ccccc1/C=C\C(=O)O | -1%

Additional compounds.
9: O=C(N/N=C/C(Br)=C/c1ccccc1)c1n[nH]c2c1CCC2
10: Cc1cc(C)n(/N=C/c2cc(Cl)cc(Cl)c2O)c(=O)c1
11: COc1ccc(NC(=O)CNC(=O)c2ccc([N+](=O)[O-])cc2)cc1
12: CCOC(=O)/C(C#N)=N/Nc1ccccc1C(=O)O
13: O=[N+]([O-])c1cccc(/C=N/Nc2nc(C(Cl)(Cl)Cl)nc3ccccc23)c1
14: CCOC(=O)C1=C(N)OC2=C(C(=O)CC(C)(C)C2)C1c1ccccc1OC (configuration not stated)
15: COc1ccc(/C=C/C(=O)NCCC(=O)N2CCCN(C)CC2)cc1
16: Cc1c(NCc2ccccc2O)c(=O)n(-c2ccccc2)n1C

screen / no. | 9 | 10 | 11 | 12 | 13 | 14 | 15 | 16
KinaseGlo FLuc | 11% | 3% | -2% | · | -1% | -2% | 0% | ·
IMPase Li cell | 39%[38.3 µM] | -10% | 6% | · | 29% | 7% | 21% | ·
Lamin A splicing | ? | ? | · | · | -22% | 0%[46 µM] | 8%[46 µM] | ·
Epigenetic derep | -0.2% | -1.9% | -0.6% | 1.3% | 6.5% | 1.1% | -3.2% | 0.1%
HttQ103 aggreg | ? | 10% | 9% | -29%[9.22 µM] | -7% | · | 11% | 2%[9.22 µM]
NPSR antagonist | ? | -11% | 12% | -12% | ? | -32% | 3% | 7%
CBFb-RUNX1 inh | -4% | 5% | 7% | 3% | 8% | 3% | -3% | -3%

17: NC(=O)CC(NC(=O)c1ccc(Br)cc1)c1ccc(NCc2ccc(F)c(F)c2)c([N+](=O)[O-])c1 (configuration not stated)
18: Cn1c(N)c(C(=O)CSc2nc(N)cc(=O)[nH]2)c(=O)n(C)c1=O
19: N#CCCCS(=O)(=O)c1ccccc1
20: CC(OC(=O)C1CCC(=O)N1)C(=O)Nc1cc(Cl)cc(Cl)c1 (configuration not stated)
21: O=C(c1ccc(NS(=O)(=O)c2ccccc2)cc1)N1CCN(Cc2ccc3c(c2)OCO3)CC1
22: CCOC(=O)c1c(C)[nH]c(C(=O)COC(=O)CNC(=O)c2ccc(Br)cc2)c1C
23: CCOC(=O)N/C(N)=N/c1nc2ccccc2s1
24: Cc1cccc(NC(=S)NCCc2c[nH]c3ccccc23)c1

screen / no. | 17 | 18 | 19 | 20 | 21 | 22 | 23 | 24
KinaseGlo FLuc | · | -2% | 0% | 3% | 0% | 3% | -2% | -1%
IMPase Li cell | · | 20%[38.3 µM] | 5% | -7% | 25%[38.3 µM] | ? | 16%[38.3 µM] | -1%
Lamin A splicing | · | 1% | · | -14% | -20% | ? | 8% | -7%
Epigenetic derep | ? | 0.1% | 0.0% | 0.0% | 0.0% | 0.0% | 0.0% | 9.1%
HttQ103 aggreg | 14%[9.22 µM] | 6% | · | -14% | -18% | -10% | -13% | 11µM*
NPSR antagonist | -20% | 1%[46.1 µM] | · | 18% | -11%[46.1 µM] | 30% | -11%[46.1 µM] | -24%
CBFb-RUNX1 inh | 3% | -2% | 11% | -4% | 10% | 6% | -5% | -3%

25: Oc1cc2ccccc2cc1-c1n[nH]c(=S)o1
26: Cc1nnc2c3ccccc3c(-c3cccc4ccccc34)nn12
27: CC(C)C(c1nnnn1Cc1ccc2c(c1)OCO2)N1CCN(c2ccccc2)CC1 (configuration not stated)
28: Cc1ccc(S(=O)(=O)c2nc(Nc3ccccc3)sc2Cl)cc1
29: CCCCCCC(C)n1cc(C(C)=O)c(=O)[nH]c1=O (configuration not stated)
30: CNC(=S)NNC(=O)c1sccc1OCc1ccccc1
31: COc1cc2c(cc1NC(=O)c1ccc(C(C)(C)C)cc1)CCCC2
32: O=C(CCCNS(=O)(=O)c1cccc2nsnc12)N1CCCCC1

screen / no. | 25 | 26 | 27 | 28 | 29 | 30 | 31 | 32
KinaseGlo FLuc | -4% | -1% | 6% | -1% | 1% | 1% | -7% | -5%
IMPase Li cell | -9%[38.3 µM] | 8%[38.3 µM] | 19%[38.3 µM] | 14% | 0%[38.3 µM] | 8%[38.3 µM] | 11%[38.3 µM] | 16%[38.3 µM]
Lamin A splicing | ? | -28% | -3% | ? | 4% | -8% | ? | 1%
Epigenetic derep | -1.2% | 0.0% | -1.3% | 0.0% | -3.1% | -1.2% | -1.8% | -0.3%
HttQ103 aggreg | -28% | 24% | 5% | ? | 12% | 30% | ? | 21%
NPSR antagonist | -4%[46.1 µM] | -11%[46.1 µM] | -10%[46.1 µM] | -27% | -4%[46.1 µM] | 0%[46.1 µM] | -9%[46.1 µM] | 6%[46.1 µM]
CBFb-RUNX1 inh | -1% | 2% | 2% | 1% | 1% | 1% | 1% | -2%

Two records drawn at random from the list so far, as already listed:
28: Cc1ccc(S(=O)(=O)c2nc(Nc3ccccc3)sc2Cl)cc1
29: CCCCCCC(C)n1cc(C(C)=O)c(=O)[nH]c1=O (configuration not stated)

screen / no. | 28 | 29
KinaseGlo FLuc | -1% | 1%
IMPase Li cell | 14% | 0%[38.3 µM]
Lamin A splicing | ? | 4%
Epigenetic derep | 0.0% | -3.1%
HttQ103 aggreg | ? | 12%
NPSR antagonist | -27% | -4%[46.1 µM]
CBFb-RUNX1 inh | 1% | 1%

Screen by screen, quoted from above:
HttQ103 aggreg, entries 25 to 32, in order: -28%, 24%, 5%, ?, 12%, 30%, ?, 21%
Lamin A splicing, entries 25 to 32, in order: ?, -28%, -3%, ?, 4%, -8%, ?, 1%

Additional structures.
33: COCCN1C=C(C(=O)OC)C(c2ccccc2Cl)C(C(=O)OC)=C1
34: O=c1[nH]c(=O)c2cc([N+](=O)[O-])cc([N+](=O)[O-])c2[nH]1
35: COC(=O)C1C/C(=N\NS(=O)(=O)c2ccc(C)cc2)c2ccsc2C1 (configuration not stated)
36: COc1ccccc1NS(=O)(=O)c1ccc(NN=C2CCCCC2)c([N+](=O)[O-])c1
37: CCN(CC)c1nc2ccccc2[nH]1
38: Cc1nc2ccccc2n1CC(=O)N/N=C/c1cccnc1
39: Cc1cc(C(=O)Nc2ccc3c(c2)CCC3)c2ccccc2n1
40: O=C(c1ccc(Cl)cc1)c1cc(-c2ccccn2)c(N2CCOCC2)s1

screen / no. | 33 | 34 | 35 | 36 | 37 | 38 | 39 | 40
KinaseGlo FLuc | 1% | 4% | 11% | 4% | -3% | -6% | -6% | -2%
IMPase Li cell | -9% | 5% | 1% | 19% | 13%[38.3 µM] | -2% | -1% | -27%[38.3 µM]
Lamin A splicing | 15%[46 µM] | · | 13% | ? | ? | 25%[46 µM] | -6%[9.22 µM] | 10%
Epigenetic derep | -0.1% | 1.1% | -1.0% | -0.9% | -1.1% | -1.1% | 9.4% | 0.8%
HttQ103 aggreg | 19% | -22% | 9% | -10% | 10% | · | 11% | -13%
NPSR antagonist | -8% | 14% | -6% | -14% | -5%[46.1 µM] | 3% | -12% | ?
CBFb-RUNX1 inh | 3% | 9% | 3% | ? | -6% | 6% | 1% | ?

41: Cc1cccc(N2CCN(C(=O)c3ccc(N4CCCC4=O)cc3)CC2C)c1 (configuration not stated)
42: CCOC(=O)c1ccc(NC(=S)N2CCN(CCN=CC3=C(O)CC(c4ccccc4)CC3=O)CC2)cc1 (configuration not stated)
43: O=C(Nc1ccc2oc(-c3ccccc3)nc2c1)c1ccc2c(c1)OCCO2
44: CN(C)c1ncc([N+](=O)[O-])cc1C(F)(F)F
45: COc1ccc(C2CC(c3cccs3)=NN2c2ccccc2)cc1 (configuration not stated)
46: CCN(CC)CCCNc1oc(-c2ccccc2[N+](=O)[O-])nc1C#N
47: CC(Oc1ccc(Cl)cc1Cl)C(=O)N(Cc1ccco1)C1CCS(=O)(=O)C1 (configuration not stated)
48: CCOc1cc(C(=O)NC(C)c2ccncc2)cc(OCC)c1OCC (configuration not stated)
49: CC(C)COc1ccc(C(=O)Nc2sc3c(c2C(=O)O)CC(C)(C)OC3)cc1
50: Cc1ccc(S(=O)(=O)N2c3ccccc3NC(=O)CC2C)cc1 (configuration not stated)

screen / no. | 41 | 42 | 43 | 44 | 45 | 46 | 47 | 48 | 49 | 50
KinaseGlo FLuc | -1% | · | 0% | · | -1% | · | 5% | -3% | 0% | 6%
IMPase Li cell | -6%[38.3 µM] | · | 3%[38.3 µM] | · | -15% | · | 24%[38.3 µM] | 3%[38.3 µM] | -7% | 1%[38.3 µM]
Lamin A splicing | 5%[0.0737 µM] | · | ? | · | · | · | -13% | 4% | · | -1%
Epigenetic derep | 0.8% | -3.2% | -0.1% | -1.6% | 2.1% | -1.3% | -1.0% | 0.0% | -1.4% | 2.5%
HttQ103 aggreg | -29% | 19%[9.22 µM] | -1% | -1%[9.22 µM] | 17%[9.22 µM] | 13%[9.22 µM] | -20% | 3% | -6%[9.22 µM] | -14%
NPSR antagonist | 1%[46.1 µM] | 56% | -19%[46.1 µM] | -12% | ? | -18% | 3%[46.1 µM] | -11%[46.1 µM] | 41% | -12%[46.1 µM]
CBFb-RUNX1 inh | -1% | 3% | 2% | 6% | 2% | 3% | 0% | -1% | -3% | 4%
